# HEK293 tox = Cytotoxic Profiling in HEK 293 Cell Line of Diverse Libraries Using Quantitative High-Throughput Screening. HEK 293 viability, ATP luminescence (CellTiter-Glo), 48-72 h. 94,000 tested, 6.6% active. Potency, µM (titrated, usually from 115 µM), for the others: at the top dose activity change, negative = cytotoxicity, usual class: inhibitors; further: potency means the concentration at half of the fitted maximal effect; nearly all actives have a fitted effect of over 60% in size
#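 Read-out: CellTiter-Glo ATP luminescence. Cells: HEK 293, 250 cells/well. Exposure: 48 or 72 hr, 37 degree Celsius.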
# SNCA viab count = GF-AFC viability counterscreen for inhibitors of alpha-synuclein gene (SNCA) expression; HEK-293-SNCA-luc viability, GF-AFC fluorescence, 24 h; Potency, µM (highest dose often 57.1 µM), without a hit: at the top dose activity change, negative = cytotoxicity, actives largely listed as cytotoxic; 150,000 tested, 0.12% active;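 further: potency means the concentration at half of the fitted maximal effect; 0% = DMSO-treated cells and -100% = medium-only wells without cells; nearly all actives have a fitted effect of over 30% in size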
#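 Cytotoxicity counterscreen: after 24 h compound treatment of genome-edited SNCA-luciferase HEK-293 cells, live-cell protease substrate GF-AFC read by fluorescence after 30 min; activity scaled between DMSO (0%) and medium-only (-100%), curves Hill-fitted.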
# SNCA expr inhib = Primary qHTS assay for inhibitors of alpha-synuclein gene (SNCA) expression | HEK-293 SNCA-luciferase knock-in, luminescence, 24 h | Potency, µM (series often up to 57.2 µM), for inactives: at the top dose activity change, negative = inhibition, most hits filed as inhibitors | 140,000 tested, 0.17% active;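 further: potency means the concentration at half of the fitted maximal effect; plate controls were DMSO cells for no effect and cell-free wells for full effect; nearly all actives have a fitted effect of over 45% in size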
# NIH3T3 tox = Cytotoxic Profiling in NIH 3T3 Cell Line of Diverse Libraries Using Quantitative High-Throughput Screening. NIH 3T3 viability, CellTiter-Glo ATP luminescence, 48-72 h. Potency, µM (top dose mostly 96.7 µM), for inactives: at the top dose activity change, negative = cytotoxicity, hits mostly inhibitors. AID 1345082, 2018. 94,000 tested, 4.3% active; further: potency means the concentration at half of the fitted maximal effect; nearly all actives have a fitted effect of over 55% in size
#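 Viability of NIH 3T3 cells after 48 or 72 hr compound treatment at 37 °C was assessed by CellTiter-Glo, with luminescence imaged following a 10 min room-temperature step.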
# IP6K1 inhibitor = Primary qHTS assay for small molecule inhibitors of Inositol hexaphosphate kinase 1 (IP6K1); Inositol hexakisphosphate kinase 1 (Homo sapiens), Q92551; IP6K1 kinase, ADP-Glo luminescence, 2 h; hits give low values; activity change, % (series mostly up to about 58 µM); 140,000 tested, 0.81% active; in the data active means activity change below about -25%
# Target sequence (Q92551 whole entry, looked up): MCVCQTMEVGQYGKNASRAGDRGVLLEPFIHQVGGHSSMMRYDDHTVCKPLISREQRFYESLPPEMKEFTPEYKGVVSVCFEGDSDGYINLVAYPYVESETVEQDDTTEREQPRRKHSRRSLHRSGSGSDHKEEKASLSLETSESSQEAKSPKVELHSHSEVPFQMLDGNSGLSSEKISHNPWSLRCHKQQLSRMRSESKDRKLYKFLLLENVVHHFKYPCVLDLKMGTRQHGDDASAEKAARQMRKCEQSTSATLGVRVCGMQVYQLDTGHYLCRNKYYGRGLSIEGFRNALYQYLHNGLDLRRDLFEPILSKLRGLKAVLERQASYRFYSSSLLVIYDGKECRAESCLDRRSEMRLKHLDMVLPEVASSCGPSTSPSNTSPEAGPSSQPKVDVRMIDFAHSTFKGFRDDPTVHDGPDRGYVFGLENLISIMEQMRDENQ
#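 ADP-Glo luminescence measures ADP made by human IP6K1 during a 2 h RT reaction with ATP/IP6 (mix at 1.3 mM/130 uM); top library doses 57.5 and 19.1 uM final.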
# FLuc inh = Firefly luciferase inhibition profiling of diverse chemical library using quantitative high-throughput screening; Luciferin 4-monooxygenase (Photinus pyralis), P08659; purified P. pyralis luciferase, luminescence, biochemical; Potency, µM (top dose mostly 115 µM), without a hit: at the highest dose activity change, negative = inhibition, actives largely listed as inhibitors; 76,000 tested, 2.5% active; AID 1347043, 2019; further: potency means the concentration at half of the fitted maximal effect; nearly all actives have a fitted effect of over 65% in size
#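 Inhibitors were tested against purified firefly luciferase in a biochemical, low-substrate format (both substrates at 10uM) and luminescence measured with a CCD imager.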
# GPT2 inhibitor = Primary qHTS assay for inhibitors of Glutamate pyruvate transaminase 2 (GPT2) | Recombinant GPT2, coupled pyruvate oxidase/HRP Amplex Red fluorescence | Potency, µM (doses to about 57.7 µM), inactives show at the highest dose activity change, negative = inhibition, actives largely listed as inhibitors | 100,000 tested, 0.25% active | AID 1671188, 2021; further: potency means the concentration at half of the fitted maximal effect; nearly all actives have a fitted effect of over 60% in size; many of its hits are not listed in these tables
# Target sequence (Q8TD30 whole entry, looked up): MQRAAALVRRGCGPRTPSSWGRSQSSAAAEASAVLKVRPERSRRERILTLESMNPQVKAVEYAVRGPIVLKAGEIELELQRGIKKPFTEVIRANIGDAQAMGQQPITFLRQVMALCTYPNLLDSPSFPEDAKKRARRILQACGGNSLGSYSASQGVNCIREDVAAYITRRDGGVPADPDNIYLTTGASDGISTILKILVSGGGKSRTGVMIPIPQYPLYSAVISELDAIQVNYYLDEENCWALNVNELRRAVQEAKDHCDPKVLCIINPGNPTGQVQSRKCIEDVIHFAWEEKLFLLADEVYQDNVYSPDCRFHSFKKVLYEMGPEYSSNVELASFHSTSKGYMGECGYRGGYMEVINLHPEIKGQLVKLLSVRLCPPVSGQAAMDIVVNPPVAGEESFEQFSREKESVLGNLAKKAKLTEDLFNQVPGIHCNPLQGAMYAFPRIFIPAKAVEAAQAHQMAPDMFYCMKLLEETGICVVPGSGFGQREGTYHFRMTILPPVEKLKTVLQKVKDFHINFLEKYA
#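 Fluorescence of coupled pyruvate oxidase/HRP/Amplex Red system (50uM Amplex, 30 min, dark) reports pyruvate formed by GPT2. Enzyme reaction: 10ng/uL GPT2, 2mM L-alanine, 250uM a-KG, 30 min room temperature, pH 7.5; 50uM AOA control.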
# * marks the source's active call; other numbers are inactive results; i = inactive; ? = inconclusive; · = no result given; [ ] = dose if it differs, or a comment. Unless noted, the call rests on the fitted dose curve; in most records, active means well fitted curve in the direction sought with a large enough effect; inconclusive means small, poorly fitted or top-dose-only effect, or another doubt; inactive means no such curve, though single readings can be large; an effect the other way counts as inactive or inconclusive. Unless noted, on the % scale 0 is the no-effect control and ±100 the full control effect. These rows are one share of the data; count on the stated rates, not on these rows.
# A first look, five compounds:
Compound,HEK293 tox,SNCA viab count,SNCA expr inhib,NIH3T3 tox,IP6K1 inhibitor,FLuc inh,GPT2 inhibitor
COC(=O)[C@@H]1Cc2ncn(C(C)C)c2CN1S(=O)(=O)c1cccc2c(N(C)C)cccc12,-17%,18%,1%,?,8,3%,-4%
COC(=O)C1=C(C)N=C2SCCC(=O)N2C1c1ccc(OCc2ccccc2)c(OC)c1 (stereo not drawn),·,-19%,13%,·,-13,·,·
Cc1ccc(NC(=O)NCC2CCOCC2)cc1,2%,11%,58%[activator],4%,22,-25%,-1%
CCN1C(=O)CCN(C(=O)NCc2ccc(C)cc2)CC12CCOCC2,-2%,?,25%,-2%,-4,-2%,?
CC(=O)Nc1ccc(CN2C(=O)OC3(CCN(C(=O)COc4ccccc4)CC3)C2(C)c2ccccc2)cc1 (stereo not drawn),-17%,6%,-21%,?,-9,-6%,i

# Results (from the top)
Compound,HEK293 tox,SNCA viab count,SNCA expr inhib,NIH3T3 tox,IP6K1 inhibitor,FLuc inh,GPT2 inhibitor
COC(=O)[C@@H]1Cc2ncn(C(C)C)c2CN1S(=O)(=O)c1cccc2c(N(C)C)cccc12,-17%,18%,1%,?,8,3%,-4%
COC(=O)C1=C(C)N=C2SCCC(=O)N2C1c1ccc(OCc2ccccc2)c(OC)c1 (stereo not drawn),·,-19%,13%,·,-13,·,·
Cc1ccc(NC(=O)NCC2CCOCC2)cc1,2%,11%,58%[activator],4%,22,-25%,-1%
CCN1C(=O)CCN(C(=O)NCc2ccc(C)cc2)CC12CCOCC2,-2%,?,25%,-2%,-4,-2%,?
CC(=O)Nc1ccc(CN2C(=O)OC3(CCN(C(=O)COc4ccccc4)CC3)C2(C)c2ccccc2)cc1 (stereo not drawn),-17%,6%,-21%,?,-9,-6%,i
CC(C)(C)C(=O)N1CCCC(C(=O)N2CCC(c3nc4ncccc4[nH]3)CC2)C1 (stereo not drawn),-7%,4%,10%,-19%,3,·,3%
Cc1ccc(C2Cn3cnc(C(=O)N4CCC(C(=O)NCc5ccccc5C)CC4)c3CO2)cc1 (stereo not drawn),-2%,2%,10%,2%,7,?,i
Cc1ccc(N2CCN(C(=O)Nc3cn(CC(C)C)c(=O)c4ccccc34)CC2)c(C)c1,·,-8%,15%,·,17,·,·
Cc1ccc(NC(=O)Cn2ccn3nc4c(c3c2=O)CCCCC4)cc1F,-21%,-5%,-15%,-14%,12,-11%,3%
CCOc1ccccc1C(=O)Nc1cccc(-c2nnc3n2CCCC3)c1,?,6%,15%,40µM*,29,2%,i
COc1ccc(CNC(=O)CCNS(=O)(=O)c2ccc3c(c2)oc(=O)n3C)cc1,·,23%,50%[activator],·,-3,·,·
COCc1ncc(C)n1CCNC(=O)c1n[nH]c(=O)c2ccccc12,i,5%,28%,-8%,0,-10%,1%
Cc1ccc(NC(=O)Cn2nnc(-c3nc(-c4ccc(Cl)cc4)no3)c2N)cc1C,·,-2%,88%[activator],·,0,·,·
CC(C)S(=O)(=O)N1CCC(F)(c2nc(-c3ccccc3)no2)CC1,?,-3%,67%[activator],-19%,-12,?,?
COc1ccc(CNC(=O)c2ccc(NC(=O)N3CCSc4ccccc43)cc2)cc1,·,4%,54%[activator],·,16,·,·
COc1ccc(-n2c(=O)c3c4c(sc3n(CC(=O)N3CCCCC3C)c2=O)CCC4)c(OC)c1 (stereo not drawn),·,?,44%[activator],·,6,·,·
CN1CCc2[nH]cnc2C12CCN(C(=O)c1cccc(-n3cccn3)c1)CC2,-15%,-4%,-15%,-1%,-4,7%,3%[11.5 µM]
CC1(C)[C@H](Cc2cc(-c3ccc(F)cc3)on2)C[C@@H]1NCc1cccnc1,?,-26%[87.6 µM],30%[activator][87.6 µM],?,7,?,-4%[88.5 µM]
Cc1ccc([S+](=O)([O-])N2CCCC(c3nn(-c4ccccn4)c(=O)[nH]3)C2)cc1 (stereo not drawn),-16%,6%,-14%,?,3,·,i
CN1C(=O)C(CC(=O)NC2CCCCC2)=C2CCCCC21 (stereo not drawn),2%,3%,19%,-18%,4,-8%,i

# Profiles as entered above. Order of values: HEK293 tox, SNCA viab count, SNCA expr inhib, NIH3T3 tox, IP6K1 inhibitor, FLuc inh, GPT2 inhibitor
# CCN1C(=O)CCN(C(=O)NCc2ccc(C)cc2)CC12CCOCC2 across the screens: -2%, ?, 25%, -2%, -4, -2%, ?
# Cc1ccc(NC(=O)Cn2nnc(-c3nc(-c4ccc(Cl)cc4)no3)c2N)cc1C across the screens: ·, -2%, 88%[activator], ·, 0, ·, ·

# (list continues)
Compound,HEK293 tox,SNCA viab count,SNCA expr inhib,NIH3T3 tox,IP6K1 inhibitor,FLuc inh,GPT2 inhibitor
COc1ccc(OCC(=O)OCc2cc(=O)n3nc(C4CCCCC4)sc3n2)cc1,·,-4%,-6%,·,3,·,·
Cn1c(CN2CCC3(CCNCC3)C2)cc2ccccc21,?,-10%,-29%,?,18,-1%,-2%
Cc1cn2nc(C(=O)N3CCC(NC(=O)c4ccccc4C)CC3)cc2c(=O)[nH]1,24%,6%,-2%,-2%,-12,-5%,4%
O=C(Cc1cccnc1)N1CC(F)(F)C[C@H]1c1nc(C2CC2)no1,-1%,-1%,-12%,-2%,6,-11%,1%
COc1ccc(OC)c(NC(=O)CN2CCCN(Cc3ccccc3Cl)S2(=O)=O)c1,·,6%,3%,·,-18,·,·
Cc1cc2c(c(=O)n(-c3ccc(F)cc3)c(=O)n2CC(=O)Nc2ccc(F)cc2)n1C,?,-23%,?,-19%,11,2%,-10%
O=C(c1ccc(Cn2cncn2)o1)N1CCCCCC1c1nnc(-c2ccccc2)o1 (stereo not drawn),-19%,-14%,4%,-17%,-5,5%,i
Cc1ccc(CN(C)C(=O)C2CCCN(C3CCN(Cc4cccnc4)CC3)C2)o1 (stereo not drawn),-10%,8%,-2%,2%,2,0%,1%
COc1ccc(NC(=O)C2CN(S(C)(=O)=O)CC23CCCCC3)c(OC)c1 (stereo not drawn),2%,7%,11%,2%,16,-15%,i
COCc1ncc2c(n1)CCCN(CC(=O)NCc1ccccc1OC)C2=O,-2%,2%,-17%,-9%,15,0%,i
CCN(CC)C(=O)CSc1nc(-c2ccc(C)cc2)nc2c1Cc1c(CO)cnc(C)c1O2,·,?,-17%,·,-7,·,·
CC(=O)c1c(C)oc2c1cc(NS(=O)(=O)c1ccc(Cl)c(C)c1)c1ccccc12,·,3%,?,·,-15,·,·
CCOC(=O)CNC(c1ccccc1)c1cc(Br)ccc1NC(=O)c1ccc(Cl)cc1 (stereo not drawn),·,7%,-6%,·,10,·,·
CCCNC(=O)c1ccc(-n2c(-c3ccccc3)cc3c2CCCCC3)cc1,·,-9%,12%,·,11,·,·
CC(C)NC(=O)c1cnc2c(c1)N(C(=O)Cc1cn(C)c3ccccc13)CCC2,?,-16%[87.6 µM],-8%[87.6 µM],?,17,8%[172 µM],-24%[88.5 µM]
Cc1ccsc1CN1CCc2n[nH]c(=O)n2CC1,-18%,3%,3%,-4%,-10,-2%,i
COCC1CN(C(C)=O)CC12CCN(S(=O)(=O)c1ccccc1)CC2 (stereo not drawn),1%,-1%,-11%,-17%,0,-9%,i
CS(=O)(=O)N1C[C@H]2CCN(Cc3cc(F)ccc3F)C[C@H]21,-11%,9%[12.5 µM],?,-17%,5,-14%,i
O=C(Nc1nnc(C2CC(=O)N(c3ccc(Cl)cc3)C2)s1)c1ccco1 (stereo not drawn),·,2%,-5%,·,2,·,·
CS(=O)(=O)N1CCc2n[nH]c(=O)n2CC1,-2%,3%,-1%,i,-11,13%,i

SMILES	HEK293 tox	SNCA viab count	SNCA expr inhib	NIH3T3 tox	IP6K1 inhibitor	FLuc inh	GPT2 inhibitor
O=C(COc1ccc(F)cc1)N1CCC2(CC1)CC(OCC1CC1)CCO2 (stereo not drawn)	16%	-3%[12.5 µM]	-16%	-29%	-1	0%	1%
Cc1cnc(C2CCN(S(C)(=O)=O)C2)n1C(C)C (stereo not drawn)	-19%	14%	-22%	-9%	-8	-10%	?
Cn1cc(CNC(=O)c2ccc(OC3CCN(S(C)(=O)=O)CC3)c(Cl)c2)cn1	?	-3%	-17%	-25%	-7	1%	i
Cc1cc(C)c(S(=O)(=O)c2nnn3c2nc(NCc2ccc(F)cc2)c2ccccc23)c(C)c1	-12%	7%	-8%	?	17	·	?
Cc1ccc(S(=O)(=O)c2cnc(SCC(=O)Nc3ccc4c(c3)OCCO4)[nH]c2=O)cc1Cl	·	3%	15%	·	-4	·	·
O=C(c1ccc2c(c1)OCO2)N1CCN2C(=O)N(Cc3ccc(F)cc3)C[C@H]2C1	?	-9%[87.6 µM]	-9%[87.6 µM]	-23%[138 µM]	11	-5%[172 µM]	5%[88.5 µM]
CC1=C(C)C(=O)OC(C(C)(O)C2CCC3C4CC=C5CC(OC6OC(COC7OC(CO)C(O)C(O)C7O)C(O)C(O)C6O)CC(O)C5(C)C4CCC32C)C1 (stereo not drawn)	·	-8%[23.9 µM]	·	·	7	·	i
COc1ccc(Nc2ccnc(N3CCN(C(=O)c4ccccc4F)CC3)n2)cc1	?	-10%	-11%	35µM*	24	·	-18%
COC(=O)CNC(=O)c1nc(C(C)(C)C)c2ccccn12	-13%[172 µM]	14%[87.6 µM]	37%[87.6 µM]	?	-8	·	i
CCc1nn(CCCC(=O)N2CCN(c3cc(Cl)ccc3C)CC2)c(=O)c2cc3occc3n12	·	-10%	-26%	·	-2	·	·
Cc1nccn1CCN(C)C(=O)c1coc(COc2cccc(C(F)(F)F)c2)n1	-3%	1%	9%	0%	32	4%	i

# Two compounds picked at random from the list so far, as already listed:
SMILES	HEK293 tox	SNCA viab count	SNCA expr inhib	NIH3T3 tox	IP6K1 inhibitor	FLuc inh	GPT2 inhibitor
COc1ccc(Nc2ccnc(N3CCN(C(=O)c4ccccc4F)CC3)n2)cc1	?	-10%	-11%	35µM*	24	·	-18%
O=C(c1ccc2c(c1)OCO2)N1CCN2C(=O)N(Cc3ccc(F)cc3)C[C@H]2C1	?	-9%[87.6 µM]	-9%[87.6 µM]	-23%[138 µM]	11	-5%[172 µM]	5%[88.5 µM]
